# Screening data as filed in PubChem BioAssay.
# FEN1 inhibitor: human FEN1 inhibition. P39748. Recombinant FEN1 flap cleavage, fluorescence, 15 min. 390,000 tested, 0.35% active. Potency, µM (top dose mostly 114 µM), without a hit: top-dose activity change, negative = inhibition, most hits filed as inhibitors; further: nearly all actives have a fitted effect of over 65% in size
# Target sequence (P39748 whole entry, looked up): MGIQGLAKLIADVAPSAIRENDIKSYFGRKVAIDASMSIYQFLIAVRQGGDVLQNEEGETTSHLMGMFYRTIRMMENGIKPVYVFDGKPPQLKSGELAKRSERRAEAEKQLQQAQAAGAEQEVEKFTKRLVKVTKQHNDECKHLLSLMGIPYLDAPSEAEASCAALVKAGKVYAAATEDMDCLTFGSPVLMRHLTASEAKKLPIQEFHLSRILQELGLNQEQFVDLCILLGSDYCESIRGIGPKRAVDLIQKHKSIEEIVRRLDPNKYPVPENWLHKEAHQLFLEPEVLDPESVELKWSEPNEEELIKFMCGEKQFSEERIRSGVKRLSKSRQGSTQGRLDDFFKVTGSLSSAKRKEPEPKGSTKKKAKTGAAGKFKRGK
#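 With each library titrated from low to high concentration, compounds met 10 nM FEN1 for 15 min at room temperature before 50 nM substrate was added; readings at 0 and 15 min fed four-parameter Hill curve fits.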
# N370S GC: inhibitors or activators of N370S glucocerebrosidase for Gaucher disease; N370S GC spleen homogenate, 4MU-glucoside fluorescence; Potency, µM (series often up to 59.4 µM), for the others: at the top dose activity change, negative = inhibition, hits mostly inhibitors; 330,000 tested, 0.092% active;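 further: 0% = full enzyme activity and -100% = no enzyme basal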
# KAT2A inh: GCN5L2 (KAT2A) acetyltransferase inhibition; Q92830; GCN5L2 HAT assay, ThioGlo1 CoA-SH fluorescence; Potency, µM (highest dose often 58.9 µM), inactives show at the top dose activity change, negative = inhibition, actives largely listed as inhibitors; 390,000 tested, 0.21% active; AID 504327
#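 GCN5L2 (20 nM) in 50mM HEPES pH 7.5, 0.1mM EDTA, 0.01% Tween-20 preincubated 15 min with compounds at room temperature. Reaction started with H3(1-25) 75uM, acetyl-CoA 70uM, ThioGlo1 50uM; CoA-thiol fluorescence (Ex340/Em540) read at 0 and 20 min.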
# * hit, by the source's call; ? = inconclusive; · = no result given; & = joins results of further samples; [ ] = remark or other dose. The call rests on the fitted dose curve; in most records, active means well fitted curve in the direction sought with a large enough effect; inconclusive means small, poorly fitted or top-dose-only effect, or another doubt; inactive means no such curve, though single readings can be large; an effect the other way counts as inactive or inconclusive. Unless noted, on the % scale 0 is the no-effect control and ±100 the full control effect; potency means the concentration at half of the fitted maximal effect.
SMILES,FEN1 inhibitor,N370S GC,KAT2A inh
O=C(CSc1ncnc2c1nnn2Cc1ccccc1)NC1CCCC1,7%,-4%,-1%
COc1cc(/C=N\NC(=O)Cn2nnc3ccccc32)cc(OC)c1OC,34%,5%,-7%
CN(C)C(=O)c1ccc(NC(=O)c2ccccc2-c2ccccc2)cc1,2%,3%,-9%
Cc1ccc(C)c2nc(SCC(=O)N3CCCc4ccccc43)c(C#N)cc12,-16%,4%,0%
COC(=O)c1c(NC(=O)c2cccc(OC)c2)sc2c1CCC(C(C)(C)C)C2 (centres undefined),-7%,·,-4%
Cc1cc(C2N=C(N)Nc3nc4ccccc4n32)c(C)n1-c1ccccc1Cl (centres undefined),-10%,10%,-5%
CC(=O)Nc1ccc(Nc2nc(C)c([N+](=O)[O-])c(Nc3ccc(NC(C)=O)cc3)n2)cc1,-7%,3%,0%
CC(=O)NC(CC(=O)N(Cc1ccccc1)c1ccc(C)cc1)c1ccccc1 (centres undefined),-9%,-4%,-13%
Cc1nnsc1C(=O)NC1CCCCC1,-4%,-3%,2%
CCOC(=O)[C@H]1[C@H]2COc3ccc(OC)cc3[C@@H]2N2C(=O)CN(Cc3ccc(F)cc3)C(=O)[C@@]12C,-15%,·,-5%
CCOC(=O)c1cc2c(=O)n3ccccc3nc2n(CCOC)c1=NC(=O)c1cc2ccccc2o1,20%,·,-7%
CCC(C)NC(=O)c1oc2ccc(S(=O)(=O)N3CCC4(CC3)OCCO4)cc2c1C (centres undefined),2%,-15%,1%
Cc1ccc(CN(C(=O)COc2ccc(Cl)c(C)c2)C2CCS(=O)(=O)C2)o1 (centres undefined),3%,·,-3%
CC(=O)c1cccc(NC(=O)CC(c2ccc(C)cc2)N2Cc3ccccc3C2=O)c1 (centres undefined),-2%,·,1%
COCCNc1sc(S(=O)(=O)c2ccc(C)cc2)nc1S(=O)(=O)c1ccc(C)cc1,1%,·,-5%
Cc1ncc(CO)c(/C=N/NC(=S)Nc2ccc(F)cc2)c1O,-13%,-13%,-7%
COc1ccc(/C=N/Nc2cc(C)nc(N)n2)cc1,0%,2%,-7%
CC(=O)Nc1ccc(NS(=O)(=O)c2ccccc2)c2ccccc12,9%,-12%,2%
c1cnc(Sc2ccc3nnnn3n2)nc1,6%,-4%,-7%
CSc1nc(SC)c2c3c(oc2n1)COC(C)(C)C3,-8%,20%,-5%
Cc1cccc(-n2ncc3c2CCCC3NC(=O)CCN2CCCO2)c1C (centres undefined),0%,-1%,-32%
CCCCN(C(=O)CSCc1ccc(C)cc1)c1c(N)n(CCC)c(=O)[nH]c1=O,5%,4%,0%
CCC(C)(C)NC(=O)C(c1ccc(F)cc1)N(Cc1cccc(OC)c1)C(=O)c1cnccn1 (centres undefined),13%,-8%,0%
Cc1ccc(NC(=O)c2cc3ccccc3oc2=O)cc1S(=O)(=O)N(C)C,-4%,-8%,2%
CCOc1ccc(CC(=O)NNC(=O)/C=C/C(=O)O)cc1,3%,-16%,-1%
COC(=O)CC1NCCNC1=O (centres undefined),-2%,-2%,1%
Cc1occc1C(=O)NNC(=O)COc1ccc(Br)cc1Br,8%,1%,0%
COc1ccc(CCN2C(=O)c3ccncc3C2=O)cc1OC,-7%,7%,6%
CC(=O)CC(=O)Nc1ncccn1,-6%,-10%,0%
CCn1nc(C)c(CN2CCc3c([nH]c4ccccc34)C2c2ccc(F)c(OC)c2)c1C (centres undefined),-24%,-1%,-7%
CC(c1ccccc1)N1CCC(CNC(=S)Nc2cccc(Cl)c2)C1 (centres undefined),9%,-23%,1%
COc1ccc(NC(=O)CN(C)C(=O)Cc2coc3cc(C)c(C)cc23)cc1,-18%,-6%,0%
Cc1ccc(NC(=O)c2ccc(C)c(S(=O)(=O)N3CCCCCC3)c2)cc1,-2%,·,-5%
CC(C)c1ccc2occ(CC(=O)N(Cc3ccc(F)cc3)C3CCS(=O)(=O)C3)c2c1 (centres undefined),-21%,·,-10%
COc1ccc(C(=O)NCc2ccc3c(c2)CCN3C(=O)c2ccncc2)cc1,-2%,·,-3%
O=C(CSc1nc2c(oc3ccccc32)c(=O)n1Cc1ccco1)Nc1cccc(Cl)c1,20%,·,-6%
COc1cccc(-n2c(CNC(=O)OC(C)(C)C)n[nH]c2=S)c1,0%,-2%,-5%
Cc1cc(NC(=O)CCNS(=O)(=O)c2ccc3[nH]c(=O)oc3c2)ccc1Br,-5%,-27%,-3%
CCc1cc2c(=O)n(Cc3ccco3)c(SCC(=O)N3CCCc4ccccc43)nc2s1,-19%,-3%,-10%
CN(C)CC#CCC(O)(c1ccccc1)C1CCCCC1 (centres undefined),14%,-2%,-19%
O=C(c1cc(=O)c2ccccc2o1)N(Cc1ccccc1)C1CCS(=O)(=O)C1 (centres undefined),-5%,0%,-6%
O=C(NCc1ccc(F)cc1)c1cnccn1,0%,-1%,-17%
CC(=O)c1ccc(NC(=O)c2sc(-n3nc(C)c(Cc4ccccc4)c3C)nc2C)cc1,22%,·,-3%
CCC(=O)NCCc1nc2ccccc2n1CC(=O)c1ccccc1,-2%,-5%,-2%
CCC(NC(=O)/C(=C\c1ccc2c(c1)OCO2)NC(C)=O)C(=O)O (centres undefined),3%,-4%,-1%
COc1ccc(C(=O)CC(=O)Nc2ccc([N+](=O)[O-])cc2)cc1,18%,-12%,-5%
COc1ccc(-c2nc(NC(=O)C3=NN(c4cccc(C)c4)C(=O)CC3)sc2C)cc1,-14%,-9%,-6%
O=C1CC(N2CCN(c3ncccn3)CC2)C(=O)N1CCc1ccccc1 (centres undefined),21%,-11%,1%
O=S(=O)(NCCc1ccc(F)cc1)c1cccc2cccnc12,10%,6%,-4%
C=CCn1c(SCC(=O)N2CCN(c3ccc(F)cc3)CC2)nnc1-c1cccs1,41%[activator],5%,-23%
O=C(CN1C(=O)NC2(CCCC2)C1=O)OCCOc1ccc(Br)cc1,-3%,-14%,-10%
Cc1ccc(NC(=O)CSc2nn(-c3ccccc3)c(=S)s2)cc1S(=O)(=O)N(C)C,-6%,?,-8%
COc1ccc(C(=O)OCC(=O)N(C)C2CCS(=O)(=O)C2)cc1Br (centres undefined),-16%,·,1%
CC(C)c1ccc(CNn2cnnc2)cc1,-6%,2%,-21%
CCCc1cc2c(=O)n(NC(=O)c3nn(C)cc3[N+](=O)[O-])c(C)nc2s1,12%,1%,-5%
CCc1ccc(-n2nc(CO)c(C(=O)NCc3cccs3)n2)cc1,12%,·,-7%
NS(=O)(=O)c1cccc2c1c([N+](=O)[O-])cc1[nH]c(=O)c(=O)[nH]c12,·,-8%&-8%,?
O=S(=O)(Nc1cccc(-c2nc3cccnc3s2)c1)c1cccs1,2%,-3%,-2%
COC(F)(C(=O)Nc1ccc2c(c1)C(=O)NC2=O)C(F)(F)F (centres undefined),-2%,-11%,-2%
CC(C)(C)OC(=O)N1CCC[C@H]1c1nnc(SCc2ccccc2)o1,-2%,11%,-6%

# Further records follow.
SMILES,FEN1 inhibitor,N370S GC,KAT2A inh
CC(CCC(=O)O)C1CC[C@@]2(C)C3C(=O)CC4C(C)(C)C(O)CC[C@]4(C)C3C(=O)C[C@]12C (some centres undefined),2%,-7%,-1%
O=C1CN(C(=O)COc2cccc(F)c2)c2ccccc2N1,·,-6%,9%
Cc1ccc([N+](=O)[O-])cc1N=Nc1c(C)[nH]n(C(N)=S)c1=O,2%,-2%,0%
COc1ccc(CCNC(=S)NC(=O)c2cccc(Cl)c2)cc1OC,-7%,4%,-9%
CCCn1nnc2sc3c(c2c1=O)CCC(C)C3 (centres undefined),-14%,9%,0%
CCCc1nn2c(=O)cc(COC(=O)c3ccc(NC(=O)COc4ccc(F)cc4)cc3)nc2s1,18%,·,17%
CC(=O)Nc1ccc(C(=O)OCC(=O)N2CCC(Cc3ccccc3)CC2)cc1,-21%,·,-8%
Clc1ccc(/C(Cc2nc3ccccc3[nH]2)=N\Nc2ccccc2)cc1,-1%,7%,-21%
COc1ccc(CN2CCC(C(=O)Nc3ccc(Oc4cccnc4)cc3)CC2)cc1,-3%,-2%,1%
Cc1ccc(Nc2cc(C)nc(N3CCOCC3)n2)cc1,-7%,24%,2%
O=C(O)C1CN(C(=O)c2cccc(Br)c2)C1,3%,7%,-9%
O=C(Nc1cc(Cl)cc(Cl)c1)N1CCCC1,7%,3%,1%

# Ordered by length of the SMILES (smallest number first): part of the list above.
SMILES,FEN1 inhibitor,N370S GC,KAT2A inh
CC(C)c1ccc(CNn2cnnc2)cc1,-6%,2%,-21%
CCCn1nnc2sc3c(c2c1=O)CCC(C)C3 (centres undefined),-14%,9%,0%
O=C(O)C1CN(C(=O)c2cccc(Br)c2)C1,3%,7%,-9%
Cc1ccc(Nc2cc(C)nc(N3CCOCC3)n2)cc1,-7%,24%,2%
O=C1CN(C(=O)COc2cccc(F)c2)c2ccccc2N1,·,-6%,9%
COc1ccc(CCNC(=S)NC(=O)c2cccc(Cl)c2)cc1OC,-7%,4%,-9%
O=S(=O)(Nc1cccc(-c2nc3cccnc3s2)c1)c1cccs1,2%,-3%,-2%
COC(F)(C(=O)Nc1ccc2c(c1)C(=O)NC2=O)C(F)(F)F (centres undefined),-2%,-11%,-2%
CC(C)(C)OC(=O)N1CCC[C@H]1c1nnc(SCc2ccccc2)o1,-2%,11%,-6%
Clc1ccc(/C(Cc2nc3ccccc3[nH]2)=N\Nc2ccccc2)cc1,-1%,7%,-21%
CC(=O)Nc1ccc(C(=O)OCC(=O)N2CCC(Cc3ccccc3)CC2)cc1,-21%,·,-8%
Cc1ccc([N+](=O)[O-])cc1N=Nc1c(C)[nH]n(C(N)=S)c1=O,2%,-2%,0%
CCCc1cc2c(=O)n(NC(=O)c3nn(C)cc3[N+](=O)[O-])c(C)nc2s1,12%,1%,-5%
CCCc1nn2c(=O)cc(COC(=O)c3ccc(NC(=O)COc4ccc(F)cc4)cc3)nc2s1,18%,·,17%
CC(CCC(=O)O)C1CC[C@@]2(C)C3C(=O)CC4C(C)(C)C(O)CC[C@]4(C)C3C(=O)C[C@]12C (some centres undefined),2%,-7%,-1%

# Full records, looked up by structure. Order of screens: FEN1 inhibitor | N370S GC | KAT2A inh
# O=C(O)C1CN(C(=O)c2cccc(Br)c2)C1 reads 3% | 7% | -9%
# COc1ccc(CN2CCC(C(=O)Nc3ccc(Oc4cccnc4)cc3)CC2)cc1 reads -3% | -2% | 1%
# CC(CCC(=O)O)C1CC[C@@]2(C)C3C(=O)CC4C(C)(C)C(O)CC[C@]4(C)C3C(=O)C[C@]12C (some centres undefined) reads 2% | -7% | -1%

# (list continues)
SMILES,FEN1 inhibitor,N370S GC,KAT2A inh
COc1cccc(C(=O)NNC(=O)C(=O)Nc2cccc3ccccc23)c1,-17%,-18%,1%
CCN(CC)c1ccc(C(=O)N2CCc3c([nH]c4ccccc34)C2c2ccc(F)cc2)cc1 (centres undefined),5%,·,-16%
CCOC(=O)N1CCN(c2cc(=O)n(-c3ccc(Br)cc3)c(=O)[nH]2)CC1,-2%,3%,1%
O=C(c1ccccc1)c1ccc(OCCn2cnc3ccccc3c2=O)cc1,8%,-10%,?
O=C(CSc1nc2ccccc2c(=O)n1-c1ccccc1)N/N=C/C=C/c1ccccc1[N+](=O)[O-],4%,-1%,-4%
CCOC(=O)c1ccc(NC(=O)Cn2c(=O)oc3ccccc32)cc1,-3%,-2%,-5%
CCOC(=O)c1c(C)sc(-c2c(-c3ccc4c(c3)OCCO4)[nH]c3c2c(=O)[nH]c(=O)n3C)c1O,9%,·,-7%
COc1ccc2c(c1OC)C(=O)OC2CC(=O)c1ccc(O)cc1 (centres undefined),0%,6%[2.35 µM],-9%
CC(C)(C)c1cc(/C=N/NC(=O)Cc2nc3ccccc3[nH]2)cc(C(C)(C)C)c1O,8%,0%[12.8 µM],-4%
O=C(c1ccc(Cn2c(=O)[nH]c3ccsc3c2=O)cc1)N1CCN(c2ccccc2)CC1,-16%,17%,-9%
COc1ccc(-n2c(/C=C(\C)O)nc(=O)c3c(C)cc(C)nc32)cc1,-3%,0%,4%
Cc1ccccc1NC(=O)c1cc(C(=O)c2cc(Cl)ccc2O)cn(-c2ccccc2C)c1=O,-19%,-20%,-7%
O=C(CCCc1cccs1)NCCc1c[nH]c2ccccc12,-10%,1%,-6%
N#CC(C#N)=Cc1cnc(N2CCN(c3ccccc3)CC2)s1,-4%,-10%,23%
O=S(=O)(/N=C(/NC(=S)Nc1ccccc1)c1ccccc1)c1ccc(Cl)cc1,-12%,0%,0%
CCOc1ncccc1C(=O)OCC(=O)Nc1cccc(C(C)=O)c1,7%,-1%,-2%
Cn1c(=O)c(Nc2ccc(O)cc2)c2c3c(cccc31)C(=O)c1ccccc1-2,?,?,-19%
CC(C)(C)C(=O)N1CCC[C@H]1C(O)(c1ccccc1)c1ccccc1,16%,2%,0%
